Assay outcomes as filed in PubChem.
hERG protect = hERG (human) protection from proarrhythmic block. Q12809. CHO-hERG, FluxOR thallium flux, dofetilide IC70 present. activation (rescue from dofetilide block), less the hit threshold, % at 10 µM. actives 0.51% (n = 310,000);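 active = activation above the mean of controls blocked by dofetilide plus 5 SD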;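 note: thallium influx through hERG after potassium depolarization seen as dye fluorescence rise; in these data hits start at about 4.7%; inactives centre near -7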
TMEM16A inh = blocks the mouse calcium-activated chloride channel TMEM16A; Q8BHY3; HEK293 TMEM16A/YFP iodide influx fluorescence, ionomycin; normalized B-score (activity score, 25-100; higher = stronger inhibition) at 10 µM; actives 1.2% (n = 310,000); AID 588511;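 active = ratio plate-corrected score three or more library SD toward inhibition, starting fluorescence score within five deviations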;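 note: score derived from kinetic fluorescence span divided by baseline fluorescence per well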
KCNQ1 act = human KCNQ1 channel potentiation or activation. P51787. CHO-K1 KCNQ1, thallium flux FluxOR fluorescence; hits give high values. B-score at 10 µM. actives 0.35% (n = 310,000). AID 2648;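 active = fluorescence ratio B-score, a plate-corrected score, at least three library SD, with initial intensity B-score within 5 SD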
Target sequence (P51787 whole entry, looked up): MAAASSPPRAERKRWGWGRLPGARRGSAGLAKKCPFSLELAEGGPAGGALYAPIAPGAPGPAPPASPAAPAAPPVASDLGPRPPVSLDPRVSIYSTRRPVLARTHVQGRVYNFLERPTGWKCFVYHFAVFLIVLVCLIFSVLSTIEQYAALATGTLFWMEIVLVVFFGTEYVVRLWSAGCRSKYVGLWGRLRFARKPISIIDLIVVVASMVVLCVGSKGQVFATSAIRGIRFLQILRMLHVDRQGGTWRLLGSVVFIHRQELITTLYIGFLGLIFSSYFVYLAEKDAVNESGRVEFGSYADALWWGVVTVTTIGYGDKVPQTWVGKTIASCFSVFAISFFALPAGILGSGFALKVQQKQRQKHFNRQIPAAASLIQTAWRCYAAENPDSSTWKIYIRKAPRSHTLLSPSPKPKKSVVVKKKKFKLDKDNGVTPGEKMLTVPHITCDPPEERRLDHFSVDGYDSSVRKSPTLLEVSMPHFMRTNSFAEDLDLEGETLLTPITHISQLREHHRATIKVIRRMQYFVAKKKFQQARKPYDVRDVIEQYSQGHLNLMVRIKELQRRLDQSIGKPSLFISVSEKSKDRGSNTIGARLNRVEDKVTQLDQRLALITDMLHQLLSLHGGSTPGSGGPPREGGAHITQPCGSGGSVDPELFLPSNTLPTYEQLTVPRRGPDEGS
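System: CHO-K1 cells stably expressing KCNQ1 / Medium: assay buffer for compound exposure, DMSO matched across wells / Reagent: thallium- and potassium-containing depolarizing buffer / Compound: one concentration, matched DMSO / Incubation: 20 min compound pretreatment at room temperature / Measured by: kinetic FluxOR fluorescence, 10 s baseline plus 110 s post-stimulus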
Dyrk1A ADPGlo = inhibitors of rat Dyrk1A kinase | Q63470 | actives 0.43% (n = 310,000) | inhibition, % at 12.5 µM | ADP-Glo luminescence, NFATc1 peptide; in the data active = inhibition above about 50%;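 note: plate controls were vehicle with enzyme for no effect and no enzyme for full effect; many of its hits are not listed in these tables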
TRPC4 act = activators of mouse TRPC4 channel; HEK293 TRPC4beta/mu-opioid, Fluo4 calcium fluorescence; hits give high values; B-score at 10 µM; actives 0.49% (n = 310,000); Q9QUQ5; AID 2237;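 active = B-score above 5 SD of library B-scores, and initial fluorescence ratio not above library mean plus 5 SD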;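 note: positive B-score marks a calcium rise read as TRPC4 activation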
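Assay system: HEK293 stable line with TRPC4beta plus mu-opioid receptor. Times: dye 45 min RT, read 110 s. Measured by: kinetic Fluo4 calcium fluorescence. Measure: B score of integrated ratio. Controls: assay buffer as low control, maximal DAMGO as high control.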
ANO1 activ = activates or potentiates the mouse TMEM16A chloride channel. Q8BHY3. HEK293 TMEM16A/YFP-H148Q/I152L, iodide quench fluorescence; hits give low values. B-score at 10 µM. actives 0.3% (n = 340,000);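 active = fluorescence-ratio B-score plate-corrected deviation score at least 3 library SD below zero, with starting fluorescence score within 5 deviations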;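 note: channel opened by trigger with iodide after compound preincubation; score built on the fluorescence ratio of max minus min over baseline; more negative score means more quench and so TMEM16A activation or potentiation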
KCNK9 inh = inhibitors of human KCNK9 two-pore domain potassium channel; Q9NPC2; HEK293 KCNK9, FluxOR thallium flux fluorescence; hits give low values; B-score at 10 µM; actives 1.2% (n = 310,000); AID 488922;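 active = ratio B-score over 3 SD below the library mean, with starting fluorescence within 5 SD of its mean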;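 note: negative B-score means less thallium flux so channel inhibition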
HDAC3 inh = human HDAC3 inhibition | O15379 | recombinant HDAC3, fluorogenic peptide/trypsin coupled, fluorescence | inhibition, % at 8.3 µM | actives 0.15% (n = 320,000); in the data active = inhibition above about 26%, passing the limit was not always enough
Target sequence (O15379 whole entry, looked up): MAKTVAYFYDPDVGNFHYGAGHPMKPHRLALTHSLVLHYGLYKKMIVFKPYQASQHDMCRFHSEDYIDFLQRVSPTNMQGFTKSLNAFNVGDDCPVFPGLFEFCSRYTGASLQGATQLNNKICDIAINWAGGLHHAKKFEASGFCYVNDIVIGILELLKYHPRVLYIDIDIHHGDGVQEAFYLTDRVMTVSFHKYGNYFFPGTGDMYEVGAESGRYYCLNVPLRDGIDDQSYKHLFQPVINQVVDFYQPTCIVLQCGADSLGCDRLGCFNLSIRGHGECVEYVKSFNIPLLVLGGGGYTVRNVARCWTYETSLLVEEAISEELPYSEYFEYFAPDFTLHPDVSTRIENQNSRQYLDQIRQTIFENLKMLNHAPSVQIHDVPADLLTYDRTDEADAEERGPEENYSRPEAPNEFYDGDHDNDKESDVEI
KCNK3 block = human KCNK3 channel inhibition, primary screen. O14649. CHO-KCNK3 thallium flux, FluxOR fluorescence; hits give low values. B-score at 10 µM. actives 0.84% (n = 340,000). AID 602410;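 active = B-score under library mean minus 4 SD, starting fluorescence ratio at most library mean plus 5 SD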;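 note: more negative B-score means stronger inhibition of thallium flux through KCNK3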
KCNQ1 inh = inhibitors of human KCNQ1 potassium channel. P51787. CHO-K1 KCNQ1, FluxOR thallium flux fluorescence; hits give high values. B-score at 10 µM. actives 1.3% (n = 310,000). AID 2642;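 active = compounds whose thallium flux B-score, printed positive for inhibition, exceeds three library SD while starting fluorescence stays within three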;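 note: channel opened by potassium depolarization with thallium stimulus after 20 min compound exposure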
TRPC4 PAM = TRPC4 (mouse) allosteric potentiation; actives 0.42% (n = 310,000); Q9QUQ5; B-score at 10 µM; HEK293 TRPC4beta/mu-opioid, DAMGO EC20, Fluo-4 Ca2+ flux; hits give high values;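 active = B-score of calcium response area above 5 SD of library B-scores, with initial fluorescence ratio within 5 SD of library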;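 note: B-score of integrated fluorescence ratio over time as area under calcium response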
Active calls of the source: *.

Results for CC(NC(=O)C1CCCN1S(=O)(=O)c1ccc2c(c1)n(C)c(=O)c(=O)n2C)c1ccccc1 (stereo not drawn) ?
hERG protect: -12; TMEM16A inh: inactive; KCNQ1 act: inactive; Dyrk1A ADPGlo: -11; TRPC4 act: inactive; ANO1 activ: inactive; KCNK9 inh: inactive; HDAC3 inh: -7; KCNK3 block: inactive; KCNQ1 inh: inactive; TRPC4 PAM: inactive

Results for O=c1cc(C(F)(F)F)[nH]c2ccc(OC(F)(F)F)cc12 ?
hERG protect: -19; TMEM16A inh: 100*; KCNQ1 act: inactive; TRPC4 act: inactive; ANO1 activ: inactive; KCNK9 inh: inactive; HDAC3 inh: -3; KCNK3 block: inactive; KCNQ1 inh: inactive; TRPC4 PAM: inactive

Results for O=C(CCCCCn1c(=S)[nH]c2cc3c(cc2c1=O)OCO3)N1CCN(c2ccccc2)CC1 ?
hERG protect: -9; TMEM16A inh: inactive; KCNQ1 act: inactive; Dyrk1A ADPGlo: -3; TRPC4 act: inactive; ANO1 activ: inactive; KCNK9 inh: inactive; HDAC3 inh: -5; KCNK3 block: inactive; KCNQ1 inh: inactive; TRPC4 PAM: inactive

What do the screens show for `O=C(O)CSc1c2ccccc2cc2ccccc12`?
hERG protect: -6; TMEM16A inh: inactive; KCNQ1 act: inactive; TRPC4 act: inactive; ANO1 activ: inactive; KCNK9 inh: inactive; HDAC3 inh: 1; KCNK3 block: inactive; KCNQ1 inh: inactive; TRPC4 PAM: inactive

What do the screens show for `Cc1ccccc1NC(=O)OCc1cccnc1Sc1ccc(Cl)cc1`?
hERG protect: 1; TMEM16A inh: inactive; KCNQ1 act: inactive; Dyrk1A ADPGlo: 2; TRPC4 act: inactive; ANO1 activ: inactive; KCNK9 inh: inactive; HDAC3 inh: 7; KCNK3 block: inactive; KCNQ1 inh: inactive; TRPC4 PAM: inactive

What do the screens show for `CC(=O)c1c(C(C)=O)c(C)n(C(c2ccccc2)c2ccccc2)c1C`?
hERG protect: -12; TMEM16A inh: inactive; KCNQ1 act: inactive; Dyrk1A ADPGlo: -8; TRPC4 act: inactive; ANO1 activ: inactive; KCNK9 inh: inactive; HDAC3 inh: -6; KCNK3 block: inactive; KCNQ1 inh: inactive; TRPC4 PAM: inactive

Results for O=C(O)c1ccc(NCc2ccc(Br)cc2)cc1 ?
hERG protect: -12; TMEM16A inh: inactive; KCNQ1 act: inactive; Dyrk1A ADPGlo: -10; TRPC4 act: inactive; ANO1 activ: inactive; KCNK9 inh: inactive; HDAC3 inh: 12; KCNK3 block: inactive; KCNQ1 inh: inactive; TRPC4 PAM: inactive

Results for Clc1ccc(SCc2cc(-c3ccccc3)on2)cc1 ?
hERG protect: -2; TMEM16A inh: inactive; KCNQ1 act: inactive; Dyrk1A ADPGlo: -1; TRPC4 act: inactive; ANO1 activ: inactive; KCNK9 inh: inactive; HDAC3 inh: -3; KCNK3 block: inactive; KCNQ1 inh: inactive; TRPC4 PAM: inactive

Results for CSc1nnc(-c2cc[n+](C)cc2)n1CCO ?
hERG protect: -1; TMEM16A inh: inactive; KCNQ1 act: inactive; Dyrk1A ADPGlo: 2; TRPC4 act: inactive; ANO1 activ: inactive; KCNK9 inh: inactive; HDAC3 inh: -2; KCNK3 block: inactive; KCNQ1 inh: inactive; TRPC4 PAM: inactive

Results for COc1ccc(C2=NS(=O)(=O)N(C)C(C(=O)NC(C)c3ccccc3)=C2)cc1OC (stereo not drawn) ?
hERG protect: -12; TMEM16A inh: inactive; KCNQ1 act: inactive; Dyrk1A ADPGlo: 6; TRPC4 act: inactive; ANO1 activ: inactive; KCNK9 inh: inactive; HDAC3 inh: 2; KCNK3 block: inactive; KCNQ1 inh: inactive; TRPC4 PAM: inactive

How did Cc1cccc(C(=O)NCCCN2CCCC2=O)c1 do in these assays?
hERG protect: -5; TMEM16A inh: inactive; KCNQ1 act: inactive; Dyrk1A ADPGlo: 3; TRPC4 act: inactive; ANO1 activ: inactive; KCNK9 inh: inactive; HDAC3 inh: 5; KCNK3 block: inactive; KCNQ1 inh: inactive; TRPC4 PAM: inactive

How did O=C(Cn1c(C(F)(F)F)nc2ccccc21)NCCCN1CCOCC1 do in these assays?
hERG protect: -13; TMEM16A inh: inactive; KCNQ1 act: inactive; Dyrk1A ADPGlo: 1; TRPC4 act: inactive; ANO1 activ: inactive; KCNK9 inh: inactive; HDAC3 inh: 4; KCNK3 block: inactive; KCNQ1 inh: inactive; TRPC4 PAM: inactive

Results for CCN(CC)S(=O)(=O)c1cc(NC(=O)CCNC(=O)c2ccccc2Cl)ccc1C ?
hERG protect: -3; TMEM16A inh: inactive; KCNQ1 act: inactive; Dyrk1A ADPGlo: -8; TRPC4 act: inactive; ANO1 activ: inactive; KCNK9 inh: inactive; HDAC3 inh: 7; KCNK3 block: inactive; KCNQ1 inh: inactive; TRPC4 PAM: inactive

What do the screens show for `Cc1nn(S(=O)(=O)c2ccc(F)cc2)c(C)c1S(=O)(=O)N1CCCCC1`?
hERG protect: -6; TMEM16A inh: inactive; KCNQ1 act: inactive; Dyrk1A ADPGlo: 6; TRPC4 act: inactive; ANO1 activ: inactive; KCNK9 inh: inactive; HDAC3 inh: -9; KCNK3 block: inactive; KCNQ1 inh: inactive; TRPC4 PAM: inactive

How did O=C(Nc1ccccc1N1CCOCC1)C1CCN(S(=O)(=O)c2ccccc2F)CC1 do in these assays?
hERG protect: -14; TMEM16A inh: inactive; KCNQ1 act: inactive; Dyrk1A ADPGlo: 5; TRPC4 act: inactive; ANO1 activ: inactive; KCNK9 inh: inactive; HDAC3 inh: -3; KCNK3 block: inactive; KCNQ1 inh: inactive; TRPC4 PAM: inactive

Results for O=C(CN1C(=O)C2CCCCC2C1=O)OCc1nnc(-c2ccccc2)o1 (stereo not drawn) ?
hERG protect: -6; TMEM16A inh: inactive; KCNQ1 act: inactive; TRPC4 act: inactive; ANO1 activ: inactive; KCNK9 inh: inactive; KCNK3 block: inactive; KCNQ1 inh: inactive; TRPC4 PAM: inactive

What do the screens show for `COc1cccc2c(=O)c3cccc(N)c3[nH]c12`?
hERG protect: -5; TMEM16A inh: inactive; KCNQ1 act: inactive; Dyrk1A ADPGlo: 12; TRPC4 act: inactive; ANO1 activ: inactive; KCNK9 inh: inactive; HDAC3 inh: -5; KCNK3 block: inactive; KCNQ1 inh: inactive; TRPC4 PAM: inactive

What do the screens show for `COc1cc(CCC(=O)OCC(=O)NC2CCCC(C)C2C)cc(OC)c1OC` (stereo not drawn)?
hERG protect: -9; TMEM16A inh: inactive; KCNQ1 act: inactive; Dyrk1A ADPGlo: -8; TRPC4 act: inactive; ANO1 activ: inactive; KCNK9 inh: inactive; HDAC3 inh: -6; KCNK3 block: inactive; KCNQ1 inh: inactive; TRPC4 PAM: inactive

What do the screens show for `COc1ccc(C2CC(=O)C(CS(=O)(=O)c3ccccc3)C(=O)C2)cc1` (stereo not drawn)?
hERG protect: -10; TMEM16A inh: inactive; KCNQ1 act: inactive; Dyrk1A ADPGlo: 0; TRPC4 act: inactive; ANO1 activ: inactive; KCNK9 inh: inactive; HDAC3 inh: 4; KCNK3 block: inactive; KCNQ1 inh: inactive; TRPC4 PAM: inactive

How did CCN1CCN(CC(=O)N2N=C(c3ccc(OC)cc3)CC2c2ccc(OC)cc2)C(=O)C1=O (stereo not drawn) do in these assays?
hERG protect: -4; TMEM16A inh: inactive; KCNQ1 act: inactive; TRPC4 act: inactive; ANO1 activ: inactive; KCNK9 inh: inactive; HDAC3 inh: 5; KCNK3 block: inactive; KCNQ1 inh: inactive; TRPC4 PAM: inactive

How did CCOC(=O)C(C)Oc1cccc2c(=O)n(CC(=O)NCCc3ccc(OC)c(OC)c3)ccc12 (stereo not drawn) do in these assays?
hERG protect: -10; TMEM16A inh: inactive; KCNQ1 act: inactive; Dyrk1A ADPGlo: -2; TRPC4 act: inactive; ANO1 activ: inactive; KCNK9 inh: inactive; HDAC3 inh: -1; KCNK3 block: inactive; KCNQ1 inh: inactive; TRPC4 PAM: inactive

What do the screens show for `c1ccc(CN2CCN(CCOCCOc3ccc4c(c3)CCC4)CC2)cc1`?
hERG protect: -10; TMEM16A inh: inactive; KCNQ1 act: inactive; Dyrk1A ADPGlo: 8; TRPC4 act: inactive; ANO1 activ: inactive; KCNK9 inh: inactive; HDAC3 inh: 3; KCNK3 block: inactive; KCNQ1 inh: inactive; TRPC4 PAM: inactive

What do the screens show for `CCN=c1scc(-c2ccccc2)n1/N=C/c1ccccn1`?
hERG protect: -12; TMEM16A inh: inactive; KCNQ1 act: inactive; Dyrk1A ADPGlo: 2; TRPC4 act: inactive; ANO1 activ: inactive; KCNK9 inh: inactive; HDAC3 inh: 6; KCNK3 block: inactive; KCNQ1 inh: inactive; TRPC4 PAM: inactive

What do the screens show for `COCCN(C(=S)Nc1ccccc1C)C(C)c1ccco1` (stereo not drawn)?
hERG protect: -5; TMEM16A inh: inactive; KCNQ1 act: inactive; Dyrk1A ADPGlo: -1; TRPC4 act: inactive; ANO1 activ: inactive; KCNK9 inh: inactive; KCNK3 block: inactive; KCNQ1 inh: inactive; TRPC4 PAM: inactive

Results for CN(Cc1c(F)cccc1Cl)C(=O)CNC(=O)c1ccc2c(c1)OCO2 ?
hERG protect: -16; TMEM16A inh: inactive; KCNQ1 act: inactive; Dyrk1A ADPGlo: 4; TRPC4 act: inactive; ANO1 activ: inactive; KCNK9 inh: inactive; HDAC3 inh: -4; KCNK3 block: inactive; KCNQ1 inh: inactive; TRPC4 PAM: inactive

What do the screens show for `O=C(Nc1ccc(Br)cn1)c1coc(=O)c(Br)c1`?
hERG protect: -9; TMEM16A inh: inactive; KCNQ1 act: inactive; Dyrk1A ADPGlo: -1; TRPC4 act: inactive; ANO1 activ: inactive; KCNK9 inh: inactive; HDAC3 inh: -19; KCNK3 block: inactive; KCNQ1 inh: inactive; TRPC4 PAM: inactive

How did CCOC(=O)c1c(C)[nH]c(C(=O)OCC(=O)c2c(N)n(C)c(=O)n(C)c2=O)c1C do in these assays?
hERG protect: -11; TMEM16A inh: inactive; KCNQ1 act: inactive; TRPC4 act: inactive; KCNK9 inh: inactive; HDAC3 inh: -4; KCNQ1 inh: inactive; TRPC4 PAM: inactive

Some of the compounds tested; the hit share may differ from the screen's.
